ELG1 DNA repair: blocks ELG1-dependent DNA repair in HEK293T cells | HEK293T ELG1-luciferase reporter, luminescence, 16 h; DNA damage induced by 5-fluorouridine | Potency, µM (doses to about 46.1 µM), for inactives: at the top dose activity change, negative = inhibition, most hits filed as inhibitors | 330,000 tested, 2.3% active; further: potency means the concentration at half of the fitted maximal effect; on the % scale 0 is the no-effect control and ±100 the full control effect; nearly all actives have a fitted effect of over 55% in size
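Quantitative HTS, concentration-response format. 2,000 cells/well co-treated with 5-fluorouridine and compound, 16 hr in 5% CO2 at 37 °C; ONE-Glo luminescence read after 30 min.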
p53 reactivator: mutant p53 re-activation in reporter cells. H1299 p53-A138V BP100-luciferase reporter, luminescence, 24 h. Potency, µM (highest dose often 92.2 µM), for inactives: at the highest dose activity change, positive = activation, actives largely listed as activators. 320,000 tested, 0.063% active. AID 504706; further: potency means the concentration at half of the fitted maximal effect; % of control where 0% means no effect; nearly all actives have a fitted effect of over 45% in size
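p53-null H1299 cells stably carrying temperature-sensitive p53-A138V and a BP100-luciferase reporter were pinned with compounds (4-point, 1:5 series) and held 24 hrs at 37 deg C. Luminescence was read 10 min after detection reagent.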
NPC1 promoter act: activators of NPC1 promoter. 320,000 tested, 2.4% active. Potency, µM (titrated, usually from 9.22 µM), inactives show top-dose activation, actives largely listed as activators. Huh7 NPC1 promoter luciferase reporter, 24 h;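 further: potency means the concentration at half of the fitted maximal effect; % of control where 0% means no effect; nearly all actives have a fitted effect of over 60% in size; reporter is driven by a mutant NPC1 promoter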
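Huh7 reporter cells (NPC1 promoter driving luciferase) are dosed with compound for 24 h at 37 °C, 5% CO2; luciferase detection reagent is then added and luminescence measured after 10 min at ambient temperature.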
RORg inh: blocks mouse ROR gamma transcriptional activity; P51450; Drosophila S2 Gal4-RORgamma UAS-luciferase reporter, 20 h; Potency, µM (highest dose often 53.6 µM), for the others: at the top dose activity change, negative = inhibition, actives largely listed as inhibitors; 310,000 tested, 5.4% active; further: potency means the concentration at half of the fitted maximal effect; on the % scale 0 is the no-effect control and ±100 the full control effect; nearly all actives have a fitted effect of over 60% in size
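Luminescence from a UAS-regulated Photinus luciferase reporter in stably transfected Drosophila Schneider cells is measured; decreased signal marks ROR gamma inhibition. Fusion expression is induced by 700 uM copper sulfate for 20 hr.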
BRCA1 expr act: BRCA1 expression activation; MCF7-BRCA1-FFLuc reporter, luminescence, 48 h; response scale: scaled: vehicle 0%, 10 µM genistein 100%; Potency, µM (highest dose often 46.1 µM), for the others: at the highest dose activation, actives largely listed as activators; 380,000 tested, 1.1% active; further: potency means the concentration at half of the fitted maximal effect; nearly all actives have a fitted effect of over 80% in size; some results filed as inactive show a strong effect at the top dose
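Compounds are tested at multiple concentrations on MCF7 BRCA1-luciferase reporter cells seeded at 2000 per well; after 48 h, a single luminescence end-point is taken and curves fitted to the normalized data.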
Rab9 prom act: activates the Rab9 promoter; Potency, µM (top dose mostly 9.22 µM), for the others: at the top dose activation, negative = inhibition, hits mostly activators; Huh7 Rab9 promoter-luciferase reporter, luminescence, 24 h; 320,000 tested, 2.8% active; further: potency means the concentration at half of the fitted maximal effect; % of control where 0% means no effect; nearly all actives have a fitted effect of over 60% in size
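Steps: seed 1500 Huh7 Rab9-luc cells per well, rest 2 h at 37 °C; add compound in DMSO; incubate 24 h; add luciferase reagent, 10 min ambient; read luminescence.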
VP16 counter: counter-screen for ROR gamma inhibitors: Gal4-VP16 reporter; Potency, µM (highest dose often 53.6 µM), without a hit: at the highest dose activity, negative = inhibition, most hits filed as inhibitors; 310,000 tested, 3.5% active; Drosophila S2 Gal4-VP16 UAS-luciferase, luminescence, 20 h;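 further: Gal4-VP16 expression switched on by copper sulfate through the metallothionein promoter; potency means the concentration at half of the fitted maximal effect; on the % scale 0 is the no-effect control and ±100 the full control effect; nearly all actives have a fitted effect of over 50% in size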
ELG1 genotox: genotoxicity induction in ELG1-luciferase HEK293T cells | Potency, µM (top dose mostly 46 µM), for inactives: at the highest dose activity change, positive = activation, most hits filed as activators | HEK293T ELG1-luciferase reporter, luminescence, 16 h | 330,000 tested, 1.3% active; further: potency means the concentration at half of the fitted maximal effect; % of control where 0% means no effect; nearly all actives have a fitted effect of over 60% in size
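Genotoxicity was scored as increased ELG1-luciferase reporter signal, measured by ONE-Glo luminescence (30 min, room temperature). Compound or vehicle exposure of the HEK293T reporter cells lasted 16 hr at 37°C.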
Tb PFK block: T. brucei PFK enzyme inhibition. Potency, µM (titrated, usually from 57.5 µM), inactives show at the highest dose activity, negative = inhibition, actives largely listed as inhibitors. AID 485367. T. brucei PFK, ADP-Glo luminescence. O15648. 330,000 tested, 0.17% active;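 further: potency means the concentration at half of the fitted maximal effect; 0% = uninhibited 1x PFK enzyme wells and -100% = no-enzyme wells; nearly all actives have a fitted effect of over 60% in size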
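PFK 1.25 nM, F6P 0.5 mM, ATP 0.1 mM, 0.1 M TEA pH 8.0, 5 mM MgCl2, 0.01% Tween20, 0.1% BSA; 45 min RT. ADP-Glo readout. qHTS titration up to 57 uM; curves fitted, compounds curve-classed.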
TRPV1 agonist: agonists of human vanilloid receptor 1 (TRPV1). 320,000 tested, 0.19% active. AID 540275. TRPV1-expressing cells, Fluo-8 calcium influx, agonist mode. activation, % at 8.33 µM; in the data active means activation above about 80%; inconclusive means between about 30% and that limit; further: 0% is about no effect
Target sequence (Q8NER1 whole entry, looked up): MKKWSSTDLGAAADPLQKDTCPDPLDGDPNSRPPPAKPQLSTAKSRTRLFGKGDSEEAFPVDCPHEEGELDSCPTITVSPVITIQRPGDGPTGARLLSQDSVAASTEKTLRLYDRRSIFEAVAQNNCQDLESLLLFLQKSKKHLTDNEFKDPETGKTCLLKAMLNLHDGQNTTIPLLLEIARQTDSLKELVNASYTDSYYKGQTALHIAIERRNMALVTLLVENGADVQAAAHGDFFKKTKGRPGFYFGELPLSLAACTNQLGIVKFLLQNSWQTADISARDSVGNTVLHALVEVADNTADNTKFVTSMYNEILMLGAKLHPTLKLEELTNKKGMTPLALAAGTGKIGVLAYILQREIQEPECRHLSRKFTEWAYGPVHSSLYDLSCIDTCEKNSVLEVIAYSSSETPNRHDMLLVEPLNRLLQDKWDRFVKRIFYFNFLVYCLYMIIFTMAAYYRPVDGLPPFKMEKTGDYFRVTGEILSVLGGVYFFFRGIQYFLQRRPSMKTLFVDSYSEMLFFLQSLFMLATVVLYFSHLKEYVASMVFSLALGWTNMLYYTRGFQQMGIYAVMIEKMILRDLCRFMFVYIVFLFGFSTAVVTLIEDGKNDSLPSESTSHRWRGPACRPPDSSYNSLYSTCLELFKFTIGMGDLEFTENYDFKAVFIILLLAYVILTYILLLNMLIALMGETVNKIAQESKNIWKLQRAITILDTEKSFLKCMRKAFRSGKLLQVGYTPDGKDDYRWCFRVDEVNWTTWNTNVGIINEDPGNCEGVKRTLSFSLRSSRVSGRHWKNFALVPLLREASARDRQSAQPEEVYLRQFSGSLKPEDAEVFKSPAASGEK
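Fluo-8 calcium influx in TRPV1-expressing cells, kinetic read (ex 480/em 520 nm). Compound added and read 3 min for agonist activity, followed by capsaicin at EC20 final and 2 min further read for enhancement.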
FLuc counter: counter-screen for miR-21 project: firefly luciferase inhibitors or activators; P08659; purified FLuc, Km substrates, luminescence inhibition; Potency, µM (doses to about 57.5 µM), without a hit: top-dose activity change, negative = inhibition, actives largely listed as inhibitors; 360,000 tested, 6.9% active; AID 588342;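 further: potency means the concentration at half of the fitted maximal effect; plate controls were vehicle for no effect and reference inhibitor for full effect; nearly all actives have a fitted effect of over 55% in size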
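Biochemical qHTS of compounds, final roughly 60 µM downward over six points, against 10 nM purified firefly luciferase using Km concentrations of substrates (10 uM D-luciferin, 10 uM ATP) in Tris acetate pH 7.5 buffer; luminescence output.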
The depositor's hits bear a star; ? = inconclusive; nt = not tested or not shown; & = joins results of further samples; [ ] = remark or other dose. Unless noted, the call rests on the fitted dose curve; in most records, active means well fitted curve in the direction sought with a large enough effect; inconclusive means small, poorly fitted or top-dose-only effect, or another doubt; inactive means no such curve, though single readings can be large; an effect the other way counts as inactive or inconclusive.

Order of results – ELG1 genotox, Tb PFK block, Rab9 prom act, p53 reactivator, BRCA1 expr act, RORg inh, FLuc counter, VP16 counter, TRPV1 agonist, NPC1 promoter act, ELG1 DNA repair
Cc1ccc(C)c(S(=O)(=O)NCCC(=O)N2CCCC(C(N)=O)C2)c1 (centres undefined)
→ 3%, 0%, -2%, 0%, -2%, nt, 0%, nt, -2, -1%, 8%
NC(=O)c1ccc(NC(=O)CSc2nnc(-c3cccnc3)n2Cc2ccco2)cc1
→ -3%, -9%, 0%, 0%, 0%, -13%, 2%, 8%, 2, -2%, 4%
CSc1ccc(CN(C)C(=O)CNC(=O)c2ccc3c(c2)OCO3)cc1
→ 8%, -1%, 0%, -5%, -21%, nt, 0%, nt, 2, -1%, -10%
COc1cc(O)c(C(CCN2CCCC2)c2ccc3c(c2)OCO3)c(OC)c1 (centres undefined)
→ 0%, -2%, -3%, -4%, -4%, -14%&-14%, -3%, -6%&-5%, 3, -4%, ?
COc1ccc(-c2noc(CSc3nc(N)cc(=O)[nH]3)n2)cc1
→ 0%, 0%, -2%, -2%, -2%, 35%, 21µM*, ?, 0, 4%, ?
CC(=O)c1cc2c(cc1NC(=O)c1ccc(C)cc1)OCO2
→ 0%, 3%, 5%, 19%, nt, -1%, ?, -11%, -6, 0%, 3%
CCOC(=O)c1sc(NC(=O)CCN2C(=O)c3cccc([N+](=O)[O-])c3C2=O)c(C(=O)OCC)c1C
→ 0%, 0%, -5%, ?, 4%, 9%, 0%, -9%, -5, 0%, 8%
c1cc(Nc2ncnc3sccc23)cc(-c2nnc3n2CCCCC3)c1
→ -14%, 3%, 7%, 12%, -27%, 0%, ?, -2%, -6, 7%, 23µM*
Cc1ccc(C)c(Cn2ncc3ccccc32)c1
→ -2%, -2%, 0%, -2%, -2%, -8%, 1%, 2%, 20, 5%, 3%
CC(=O)Nc1nnc(CCN2CCCCC2)s1
→ 1%, 3%, 0%, -5%, -5%, 11%, 4%, -7%, -4, 1%, 9%
Cc1ccc(Oc2ccccc2/C=C2\SC(=O)N(C)C2=O)cc1
→ 1%, -1%, -3%, 2%, -29%, -18%, -4%, 2%, 8, 1%, 12%
COC(=O)c1cc(S(=O)(=O)N2CCOCC2)c(Cl)cc1N1CCOCC1
→ -3%, 3%, 9%, -5%, 0%, 10%, 0%, 6%, -4, -2%, -7%
Cc1cc(C)c(S(C)(=O)=O)c(S(=O)c2ccc(Cl)cc2)n1 (centres undefined)
→ -1%, 1%, -3%, 28%, 3%, 2%, 2%, -1%, 1, -4%, 10%
O=C(O)c1ccc(Nc2ccc([N+](=O)[O-])c3nonc23)cc1
→ 0%, 2%, -1%, -19%, 0%, -1%, ?, -9%, 0, -1%, 1%
CCCCOc1ccc(S(=O)(=O)Nc2cc(OC)ccc2OC)cc1
→ nt, nt, nt, nt, -58%, 43%, 8%, ?, -2, nt, nt
O=C(CCC(=O)N(CC(=O)NC1CCCCC1)Cc1ccccc1)Nc1ccccn1
→ -8%, -1%, -1%, -7%, 0%, 17%, -6%, 2%[10 µM], -12, 8%, 2%
COC(=O)Nc1ccc(S(=O)(=O)N2CCC(C(=O)N(C)C3CCCCC3)CC2)cc1
→ 6%, -3%, -5%, -1%, -23%, 4%, -2%, 6%, 5, -1%, -16%
CCCn1c(SCC(=O)N(C)C2CCS(=O)(=O)C2)nc2sc3c(c2c1=O)CCC3 (centres undefined)
→ 0%, 0%, nt, -8%, -28%, nt, nt, nt, nt, nt, -21%
CCOc1ncccc1C(=O)OCC(=O)Nc1cc(S(=O)(=O)N(CC)CC)ccc1C
→ -4%, 0%, 11%, -5%, 7%, 10%, -8%, 3%, -6, -6%, 9%
CCn1c(CNc2ccc(F)cc2)nnc1SCC(=O)Nc1ccc(OC)cc1
→ -5%, -3%, 11%, -4%, -23%, -2%, -1%, -7%, 2, -1%, -5%
CC(=O)N(CCCCl)C(C#N)c1ccccc1 (centres undefined)
→ 1%, -3%, -2%, 15%, -3%, 18%, 1%, 6%, -5, -1%, 17%
CC(=O)c1ccc(N2CCN(C(=O)c3n[nH]c4ccccc34)CC2)cc1
→ -2%, -4%, -2%, -2%, -3%, 26%, -8%, 0%, 19, -8%, 0%
O=C(O)CCCCCN1C(=O)C(=O)/C(=C(/O)c2ccccc2)C1c1ccccc1 (centres undefined)
→ 1%, 1%, 0%, 11%, 14%, -14%, -19%, 0%, -1, 0%, 0%
COc1ccc(NC(=O)NCc2ccncc2)cc1
→ 5%, -6%, -1%, 2%, -21%, -1%, -1%, 3%, 0, 15%, 8%
O=C(NCc1ccc(F)cc1)C1CCCN(c2nc3ccsc3c(=O)s2)C1 (centres undefined)
→ 0%, 1%, -5%, 0%, -19%, -19%, 0%, 0%, 83*, 1%, -7%
COc1ccc(S(=O)(=O)CCC(=O)N2CCN(c3ccc(F)cc3)CC2)cc1
→ -4%, -3%, -9%, 0%, 4%, 20%, -1%, -1%, 1, -3%, 0%
Cc1cc(C)n(-c2ccc(C)c(Cl)c2)n1
→ 2%, -1%, 4%, 9%, 27%, -18%, -3%, 11%, 3, -7%, 19%
OCCCNC(=S)Nc1ccc2nccnc2c1
→ 0%, -3%, 3%, 4%, 12%, 19%, -2%, -13%, -1, -3%, 7%
Cc1nc2ccccc2c(=O)n1NC(=O)C1CC1C (centres undefined)
→ 0%, 0%, -2%, -2%, 10%, 1%, -1%, -12%, 0, -2%, 8%
Cc1cccc(C(=O)Nc2sc3c(c2C(=O)O)CCCC3)c1
→ 0%, -3%, 28%, ?, ?, 16%, 15µM*, -3%, -2, 23%, ?
Cc1nn(Cc2ccccc2)c2c1C(c1ccc(Cl)cc1)C(C#N)=C(N)O2 (centres undefined)
→ 17%, -4%, -3%, 7%, 6%, 1%, -3%, -3%, -3, -7%, -1%
COc1ccc(OCCCC(=O)Nc2cccc([N+](=O)[O-])c2)cc1
→ -2%, 5%, -1%, -3%, -25%, ?, -14%, -2%, ?, 3%, -5%
COC(=O)c1cc(C(=O)OCC(=O)NC(=O)c2ccccc2)cc([N+](=O)[O-])c1
→ 2%, 0%, 0%, 0%, 0%, nt, -2%, nt, 1, -1%, 11%
CCn1nnnc1-c1ccc(OC)c(S(=O)(=O)NCCc2ccccc2)c1
→ -1%, 0%, 3%, -8%, -12%, 1%, 11%, -1%, 0, -4%, -7%
Cn1cnc([N+](=O)[O-])c1NC(C)(C)C
→ 1%, -8%, -7%, -2%, -34%, -3%, 0%, 1%, 5, -5%, 8%
Brc1ccc(-c2nnc3n2CCCCC3)cc1
→ 1%, 2%, 4%, -5%, -9%, 0%, 3%, 7%, -1, 9%, -23%
CN(C)c1nc2n(c(=O)n1)C(C#N)CS2 (centres undefined)
→ -5%, -7%, -3%, 10%, 4%, ?, -2%, ?, 3, 1%, 0%
CCOC(=O)c1c(C)[nH]c2cc(Br)c(OC)cc12
→ -2%, -9%, 5%, 0%, -13%, 0%, ?, ?, -2, 0%, 26%
COc1ccc(OC)c(CN2CCC(CO)(CCOc3ccccc3)CC2)c1
→ -4%, -2%, -17%, -4%, -17%, 26%, -2%, -4%, -2, 2%, 1%
CCn1c(Cc2ccc(OC)cc2)nc2ccccc21
→ -7%, -4%, -1%, -21%, 7%, 11µM*, 4%, 35µM*, 15, 1%, -15%
C/C(=N\NC(=O)c1c(C)nc2ccccn12)c1ccc(C(C)(C)C)cc1
→ -16%, 0%, 0%, 6%, 11%, ?, -2%, -14%, 28, -1%, -11%
Cc1ccc(NC(=O)CN2C(=O)CSc3ccc(S(=O)(=O)N4CCCCC4)cc32)cc1
→ -1%[9.26 µM], 1%, 3%, -9%, -27%, 17%, -7%, 3%, ?, 2%, 10%
Cc1ccc(N(C(=O)c2csnn2)C(C(=O)NC2CCCC2)c2ccccn2)cc1 (centres undefined)
→ 24%, 4%, 0%, 16%, -10%, -15%, 3%, -7%, 0, -2%, 0%
CCCCON1C(=O)c2cccc3cccc(c23)C1=O
→ 8%, 0%, 0%, 5%, 0%, 42%, ?, 9%, 3, -3%, ?
O=C(NCc1ccccc1F)c1cccc(S(=O)(=O)NCc2ccccc2)c1
→ -10%, 1%, 0%, -10%, -30%, -29%, 6%, 1%, 1, -2%, -19%
CCOc1ccc(S(=O)(=O)NCCC(=O)NCCc2ccc(OCC)c(OCC)c2)cc1
→ 3%, 0%, 0%, -2%, -23%, nt, 13%, nt, -1, 0%, ?
COc1ccc(NC(=O)CCC(=O)NCCO)cc1
→ 0%, -1%, -1%, -2%, -6%, 7%, -10%, -3%, 6, -3%, ?
COc1ccccc1CNC(=O)CSc1nc(-c2ccccc2)cn1N
→ 0%, -1%, 3%, 0%, 1%, 18%, -11%, -1%, 1, -4%, 4%
